# High-throughput results deposited in PubChem BioAssay by National Center for Advancing Translational Sciences (NCATS).
# NPC1 prom act = NPC1 promoter activation. Huh7 NPC1 promoter luciferase reporter, 24 h. Potency, µM (highest dose often 9.22 µM), for inactives: top-dose activation, actives largely listed as activators. actives 2.4% (n = 320,000). AID 485313;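 also: % of control where 0% means no effect; nearly all actives have a fitted effect of over 60% in size; reporter is driven by a mutant NPC1 promoter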
#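 Readout is luciferase luminescence, reflecting NPC1 promoter activation in stably transfected Huh7 cells after 24 h compound exposure at 37 °C in reduced-serum medium with 10% FBS.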
# RORgamma inh = blocks mouse ROR gamma transcriptional activity; P51450; Drosophila S2 Gal4-RORgamma UAS-luciferase reporter, 20 h; Potency, µM (titrated, usually from 53.6 µM), for inactives: top-dose activity change, negative = inhibition, actives largely listed as inhibitors; actives 5.4% (n = 310,000); AID 2551; also: % is scaled to controls: 0 for no effect and ±100 for the full control effect; nearly all actives have a fitted effect of over 60% in size
# Target sequence (P51450 whole entry, looked up, the tested form may be a part): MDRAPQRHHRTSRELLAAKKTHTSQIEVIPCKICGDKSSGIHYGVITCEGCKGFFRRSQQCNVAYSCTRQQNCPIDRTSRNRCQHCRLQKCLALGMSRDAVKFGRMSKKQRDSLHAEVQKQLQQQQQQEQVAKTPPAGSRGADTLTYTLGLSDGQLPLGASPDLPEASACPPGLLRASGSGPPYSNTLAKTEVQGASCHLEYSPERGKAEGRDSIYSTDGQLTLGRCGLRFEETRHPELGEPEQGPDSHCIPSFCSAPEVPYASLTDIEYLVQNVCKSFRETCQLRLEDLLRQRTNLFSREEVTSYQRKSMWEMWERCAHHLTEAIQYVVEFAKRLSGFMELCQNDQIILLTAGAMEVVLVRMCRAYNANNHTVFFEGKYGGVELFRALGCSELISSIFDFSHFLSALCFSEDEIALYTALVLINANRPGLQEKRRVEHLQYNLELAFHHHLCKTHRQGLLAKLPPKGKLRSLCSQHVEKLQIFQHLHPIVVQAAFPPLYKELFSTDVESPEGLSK
#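 Schneider cells (Drosophila), stable Gal4 DBD–ROR gamma + UAS-luc; 1 hr cmpd preincubation; Cu2+ induction 700 uM final; 20 hr ambient; luminescence.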
# Rab9 prom act = activates the Rab9 promoter; Huh7 Rab9 promoter-luciferase reporter, luminescence, 24 h; Potency, µM (doses to about 9.22 µM), for the others: at the highest dose activation, negative = inhibition, most hits filed as activators; actives 2.8% (n = 320,000); AID 485297; also: % of control where 0% means no effect; nearly all actives have a fitted effect of over 60% in size
#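 Stable Rab9-luc Huh7, 1500 cells/well, 2 h settle; cmpd in DMSO, 24 h, 37 °C/5% CO2; luciferase reagent 10 min RT; luminescence.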
# CXXC DNA block = inhibitors of human MLL CXXC domain-DNA interaction. actives 0.037% (n = 290,000). MLL-CXXC / FITC-HOXA9 DNA fluorescence polarization. Potency, µM (highest dose often 115 µM), inactives show at the highest dose activity change, negative = inhibition, actives largely listed as inhibitors. Q03164; active = well fitted inhibition curve with a large enough effect in the polarisation, with a control signal flat, not every such curve was filed as active; inconclusive = small, poorly fitted or top-dose-only effect, or effect the other way, or a change in a side signal; inactive = no such curve, though single readings can be large or run the other way; the % refers to the polarisation
#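 Purified MLL-CXXC (added from a 7 uM solution) was preincubated 5 min at ambient with pinned compounds in 50 mM Tris-HCl pH 7.5, 50 mM NaCl, 1 mM DTT, 0.05% BSA. Fluorescein-labeled HOX-A9 DNA (50 nM solution) followed, 30 min, then polarization read.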
# MBNL1 CUG block = blocks human MBNL1 binding to CUG repeat RNA; TR-FRET MBNL1-His/biotin-(CUG)12 binding, 665/545 ratio; Potency, µM (top dose mostly 57.5 µM), inactives show at the highest dose activity change, negative = inhibition, usual class: inhibitors; actives 0.036% (n = 280,000); AID 2675; active = well fitted inhibition curve with a large enough effect in the signal ratio, with a control signal flat, not every such curve was filed as active; inconclusive = small, poorly fitted or top-dose-only effect, or effect the other way, or a change in a side signal; inactive = no such curve, though single readings can be large or run the other way; the % refers to the signal ratio; also: % is scaled to controls: 0 for no effect and ±100 for the full control effect
# Target sequence (Q9NR56 whole entry, looked up): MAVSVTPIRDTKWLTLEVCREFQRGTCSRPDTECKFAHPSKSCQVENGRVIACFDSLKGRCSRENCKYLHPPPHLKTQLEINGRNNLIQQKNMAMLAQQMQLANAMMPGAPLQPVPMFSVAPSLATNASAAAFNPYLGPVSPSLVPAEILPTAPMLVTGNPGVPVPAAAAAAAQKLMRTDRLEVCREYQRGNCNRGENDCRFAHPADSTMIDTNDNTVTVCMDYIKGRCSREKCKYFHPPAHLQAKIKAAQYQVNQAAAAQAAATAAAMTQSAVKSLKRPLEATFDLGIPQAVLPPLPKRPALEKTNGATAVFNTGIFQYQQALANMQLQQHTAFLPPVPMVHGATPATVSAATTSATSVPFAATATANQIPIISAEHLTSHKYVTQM
#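 TR-FRET between His-tagged MBNL1 and biotin-(CUG)12 RNA, detected with Tb anti-His antibody (0.055 ng/ul) and streptavidin-XL665 (5 nM), 60 min at room temperature. Compounds titrated 92 nM to 58 uM; 665/545 nm ratio normalized to buffer and complex controls.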
# uPA generation = blocks generation of uPA at the cell surface; Potency, µM (highest dose often 38.3 µM), inactives show at the top dose activity change, negative = inhibition, actives largely listed as inhibitors; actives 0.31% (n = 330,000); AID 540303; cell surface uPA generation assay, qHTS; active = well fitted inhibition curve with a large enough effect; inconclusive = small, poorly fitted or top-dose-only effect; inactive = no such curve, though single readings can be large or run the other way; tested in mouse RAW 264.7 cells; also: % is scaled to controls: 0 for no effect and ±100 for the full control effect; nearly all actives have a fitted effect of over 55% in size
# p53 reactivation = restores transcriptional activity of mutant p53 | actives 0.063% (n = 320,000) | Potency, µM (titrated, usually from 92.2 µM), without a hit: at the top dose activity change, positive = activation, hits mostly activators | AID 504706 | H1299 p53-A138V BP100-luciferase reporter, luminescence, 24 h; also: % of control where 0% means no effect; nearly all actives have a fitted effect of over 45% in size
#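 H1299 (p53-null), stable ts p53-A138V + BP100-Luc; 1000 cells/well, Opti-MEM/10% FBS; cpd 4 pt, 1:5; 24 h, 37 deg C, 5% CO2; detection reagent 10 min RT; luminescence.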
# VP16 counter = inhibits Gal4-VP16 luciferase reporter, ROR gamma counter-screen | Potency, µM (titrated, usually from 53.6 µM), for inactives: at the top dose activity, negative = inhibition, actives largely listed as inhibitors | AID 2546 | Drosophila S2 Gal4-VP16 UAS-luciferase, luminescence, 20 h | actives 3.5% (n = 310,000);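 also: Gal4-VP16 expression switched on by copper sulfate through the metallothionein promoter; % is scaled to controls: 0 for no effect and ±100 for the full control effect; nearly all actives have a fitted effect of over 50% in size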
# FLuc modulator = counter-screen for miR-21 project: firefly luciferase inhibitors or activators; Potency, µM (titrated, usually from 57.5 µM), inactives show at the highest dose activity change, negative = inhibition, hits mostly inhibitors; P08659; purified FLuc, Km substrates, luminescence inhibition; actives 6.9% (n = 360,000);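 also: plate controls were vehicle for no effect and reference inhibitor for full effect; nearly all actives have a fitted effect of over 55% in size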
#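 Purified P. pyralis luciferase, 10 nM final, with Km-level 10 uM D-luciferin and 10 uM ATP in 50 mM Tris acetate pH 7.5, 10 mM Mg acetate, 0.01% Tween-20, 0.05% BSA; 6-point qHTS titration about 60 µM downward; luminescence read.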
# ELG1 genotoxic = inducers of genotoxicity in HEK293T ELG1-luciferase cells. HEK293T ELG1-luciferase reporter, luminescence, 16 h. Potency, µM (doses to about 46 µM), inactives show at the top dose activity change, positive = activation, actives largely listed as activators. actives 1.3% (n = 330,000). AID 504466; also: % of control where 0% means no effect; nearly all actives have a fitted effect of over 60% in size
#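 16 hr compound incubation (37 °C, 5% CO2) of HEK293T cells carrying luciferase-tagged ELG1; luciferase then measured by ONE-Glo luminescence after 30 min at RT.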
# BRCA1 expr act = increases BRCA1 expression; MCF7-BRCA1-FFLuc reporter, luminescence, 48 h; response scale: scaled: vehicle 0%, 10 µM genistein 100%; Potency, µM (highest dose often 46.1 µM), for inactives: top-dose activation, hits mostly activators; actives 1.1% (n = 380,000); AID 624202; also: nearly all actives have a fitted effect of over 80% in size; some results filed as inactive show a strong effect at the top dose
#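 Cells: MCF7-BRCA1-FFLuc, 2000/well. Exposure: 48 h, 37 °C, 5% CO2. Read: luminescence, 15 min post-substrate. Controls: genistein 10 microM (maximal activation), DMSO (neutral).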
# An asterisk follows results filed as active; ? = inconclusive; nt = not tested or not shown; & = joins results of further samples; [ ] = dose if it differs, or a comment. Unless noted, calls follow the shape of the dose curve; as a rule, active = well fitted curve in the direction sought with a large enough effect; inconclusive = small, poorly fitted or top-dose-only effect, or another doubt; inactive = no such curve, though single readings can be large; an effect the other way counts as inactive or inconclusive. Potency is read from the fitted curve at half-maximal effect. An excerpt; rates above refer to the full screens.
mol	ELG1 genotoxic	RORgamma inh	FLuc modulator	p53 reactivation	CXXC DNA block	VP16 counter	BRCA1 expr act	uPA generation	NPC1 prom act	Rab9 prom act	MBNL1 CUG block
c1ccc(CCNc2nc(-c3ccncc3)cs2)cc1	-0.2%	40.5%	?	-0.1%	10.2%	-1.1%	78.0%	12.8%	18.3%	18.3%	nt
O=C(Cn1c(=O)sc2ccccc21)Nc1nc2c(s1)CCCC2	3.9%	6.3%	-4.2%	2.1%	-2.2%	0.8%	7.6%	1.7%	-2.1%	-3.6%	13.1%[11.5 µM]
O=C1CCCc2nn(-c3ccccc3)c(-c3ccncc3)c21	-0.3%	-8.2%	6.0%	6.8%	6.2%	-2.2%	5.4%	4.5%	2.4%	-9.5%	11.2%
O=C(c1ccco1)N(CCC(c1ccccc1)c1ccco1)Cc1ccccc1 (stereo not drawn)	-3.4%	?	-1.7%	2.4%	-0.9%	3.0%	3.0%	-9.7%	-2.0%	-9.8%	2.9%
Cc1ccccc1COC(=O)c1nn(-c2ccccc2)nc1N	8.8%	20.1%	?	?	0.9%	-6.6%	49.1%	-2.1%	1.1%	0.8%	6.2%
CCO[C@H]1OC(C(=O)NCc2ccccc2)=C[C@@H](C2CC2)[C@@H]1CCCO	-6.2%	?	-3.0%	-6.7%	26.3%	5.3%	0.0%	-3.8%	-4.5%	-1.0%	-3.9%
Cc1cc(NC(=O)Nc2cccc(Cl)c2)n(C(C)(C)C)n1	-0.8%	-11.1%	1.4%	1.5%	28.3%	4.1%	-26.3%	3.2%	-5.8%	1.8%	-11.8%
COC(=O)CCNC(=O)Cc1c(C)n(C(=O)c2ccc(Cl)cc2)c2ccc(OC)cc12	-5.6%	1.3%	-0.8%	-2.4%	3.8%	6.3%	1.4%	2.5%	0.0%	1.5%	-6.3%
C=C(C)c1cccc(C(C)(C)NC(=O)N2CCC(C(N)=O)CC2)c1	-0.2%	-2.3%	0.0%	-1.1%	1.2%	2.2%	-12.7%	-3.4%	-1.1%	0.9%	-7.6%
COc1cccc(C(=O)/C=C/Nc2ccc(S(=O)(=O)Nc3onc(C)c3C)cc2)c1	13.1%	?	15.1µM*	?	11.9%	2.2%	8.1%	-0.5%	0.1%	12.5%	?
CCOc1ccccc1NC(=O)c1ccc2c(c1)C(=O)N(C(C)(C)C)C2=O	-7.8%	49.0%	-19.7%	?	-3.8%	4.8%	-1.8%	-2.6%	22.3%	16.4%	-2.6%
NC(=O)c1ccc(NC(=O)C#Cc2ccccc2)cc1	-32.9%[inhibitor]	?	?	-96.0%[inhibitor]	11.5%	?	-54.2%	-12.6%	-4.7%	-0.2%	-8.7%
Cc1ccc(N2CCN(/N=C/C(Cl)=C/c3ccccc3)CC2)cc1	1.2%	11.0%	-3.8%	-2.4%	-11.2%	-2.5%	0.4%	0.1%	2.8%	-3.0%	-3.0%
Cc1nc(-c2cccnc2)sc1C(=O)Nc1ccc(C(F)(F)F)cc1	-7.6%	3.3%	?	-6.2%	?	-15.9%	-51.5%	3.0%	-2.8%	-4.7%	?
COC(=O)CCCC(=O)NC1CC(C)(C)Cc2c1cnn2-c1ccc(C)cc1 (stereo not drawn)	-3.5%	?	1.4%	nt	-5.8%	0.7%	-40.8%	-3.1%	-1.8%	10.0%	-2.5%
O=S(=O)(NCc1cccs1)c1ccc(Br)s1	-0.2%	-5.5%	5.7%	7.8%	6.9%	0.0%	nt	nt	-1.0%	-2.8%	0.1%
O=C(Nc1ccc(-c2nnc3n2CCCCC3)cc1)c1ccco1	1.7%	-2.1%	0.2%	-4.5%	10.7%	-3.7%	5.5%	-1.4%	-1.8%	1.8%	8.6%
O=C(O)CCc1ccc(-c2ccc(F)cc2)n1CC(=O)O	-9.3%	26.4%	1.7%	3.3%	0.6%	-4.2%	28.3%	1.5%	0.3%	0.6%	0.5%
Cc1cc(=S)n(-c2ccccc2)n1C	16.4µM*	26.2%	8.3%	9.7%	-2.1%	0.3%	-0.5%	0.4%	17.5%	25.2%	-0.3%
COc1ccc(C(=O)C2CCCN(Cc3cccn3-c3ccccn3)C2)c(OC)c1 (stereo not drawn)	-20.4%	16.3%	-1.1%	-3.0%	7.0%	0.9%	-44.0%	-11.7%	-3.1%	-12.1%	-4.2%
CC(=O)/C(=C/N(C)C)Sc1ccc(C)cc1	-1.4%	-15.0%	1.7%	1.2%	19.2%	4.5%	-2.6%	-3.9%	-2.7%	-6.7%	-3.7%
O=C(COC(=O)c1ccccc1NC(=O)c1ccco1)Nc1ncc(Cl)cc1Cl	1.9%	3.9%	0.3%	-5.2%	11.3%	2.7%	0.9%	5.6%	1.4%	-9.1%	?
COC(=O)c1ccc2nc(Nc3nc4ccc(F)cc4s3)sc2c1	?	0.141µM*	4.78µM*	-32.0%[inhibitor]	4.6%	3.55µM*	-87.9%	1.1%	-18.5%	-20.5%	5.2%
COc1ccccc1NC(=O)c1cc(OC)c(OC)cc1[N+](=O)[O-]	-2.5%	14.7%	-4.9%	2.2%	-2.5%	5.4%	-14.0%	0.4%	0.3%	10.5%	?
CCCOC(=O)C1=C(C)NC2=C(C(=O)C(C(=O)OC)C(C)C2)C1c1ccc(N(C)C)cc1 (stereo not drawn)	0.5%	40.9%	0.1%	-1.9%	8.4%	-0.1%	-1.7%	-4.0%	-4.1%	1.0%	8.9%
Cc1cc2c(cc1S(=O)(=O)CCC(=O)NCc1ccccc1)OCC(=O)N2	3.9%	-9.8%	-0.1%&-8.9%	nt	nt	8.4%	-1.6%&6.0%	0.9%	-2.2%	0.0%	-5.9%
COc1cccc(N2CCN(CC(=O)Nc3nc(C)c(C(=O)N(C)C)s3)CC2)c1	-4.3%	-4.2%	1.7%	3.8%	3.7%	2.2%	-16.8%	-0.1%	-0.4%	-1.7%	-0.7%
CCCSc1nnc(N2C(=O)CC(c3ccsc3)C3=C2CCCC3=O)s1 (stereo not drawn)	8.9%	-22.1%	-0.6%	-5.5%	27.3%	14.3%	19.1%	0.0%	1.5%	1.6%	?
O=S(=O)(NN=C1CCCCC1)c1ccccc1	-8.3%	0.8%	8.9%	-1.9%	14.1%	-16.8%	-8.1%	4.6%	-5.6%	-0.3%	-1.1%
O=C(NCCCn1ccnc1)c1cc2c(ccc3ccccc32)o1	0.9%	11.9%	?	4.7%	9.5%	-2.7%	5.4%	1.1%	15.4%	6.0%	17.7%
COc1ccccc1N1CCN(Cc2ccc(O)c3ncccc23)CC1	-3.6%	0.501µM*	2.6%	?	?	?	-106.9%[inhibitor]	nt	-29.6%	-37.1%[inhibitor]	10.2%
CCC(=O)N1N=C(c2ccccc2)CC1c1ccccc1 (stereo not drawn)	1.4%	-24.6%	1.0%	-0.8%	-3.2%	-2.3%	-10.1%	1.9%	-2.7%	4.8%	-4.4%
N#Cc1cc2[nH]c3ccccc3c2[n+](-c2ccc([N+](=O)[O-])cc2)c1N	-12.4%	-15.3%	-3.7%	25.6%	2.4%	7.0%	42.1%	-3.1%	2.0%	-3.2%	?
O=C(Cc1ccc(F)cc1)OCC(=O)c1cc2ccccc2o1	1.4%	7.3%	21.3µM*	5.2%	-9.3%	-5.2%	12.5%	-5.6%	8.8%	2.0%	-0.1%
C=CCc1cc(OC)ccc1OCCN1CC(C)OC(C)C1 (stereo not drawn)	-2.6%	-19.1%[1.91 µM]	3.0%	4.0%	-2.5%	-20.5%	-0.9%	13.9%	-2.8%	-0.3%	-1.5%
O=C(Nc1nc(-c2ccccc2)cs1)c1ccc2c(c1)S(=O)(=O)c1ccccc1C2=O	?	2.9%[10 µM]	-0.7%	3.4%	21.5%	-18.1%	12.2%	4.6%	-2.3%	-14.8%	nt
O=C(NCc1nc2ccccc2[nH]1)c1cccc(S(=O)(=O)N2CCCC2)c1	0.6%	13.1%	5.4%	-1.6%	8.1%	-2.6%	1.6%	6.5%	-0.5%	3.8%	-11.1%
CCn1c(SCC(=O)Nc2ccc(C)cc2)nnc1-c1ccccn1	-12.9%	0.0%	-12.7%	-5.2%	7.6%	1.7%	-14.4%	10.2%	-1.5%	0.0%	2.1%
Cc1cccc(NS(=O)(=O)Cc2ccccc2)n1	-7.0%	28.5%	1.9%	23.2%	4.5%	-5.2%	6.4%	-4.8%	-3.2%	-3.9%	9.6%
